PMI inhibition: MPI inhibition at elevated mannose 6-phosphate – biochemical, fluorescence intensity, high mannose 6-phosphate, primary screen (AID 1220); recombinant PMI enzyme, coupled fluorescence intensity; higher % means a stronger effect; 190,000 compounds, 0.66% hits; one-dose inhibition, % at 20 µM; IC50 in µM for titrated hits
NOD1 NF-kB reporter: NOD1 signaling inhibitors, primary screen, cell-based, luminescence, uHTS (AID 1578); NOD1-driven NF-kB luciferase reporter cells, luminescence; higher % means a stronger effect; one-dose inhibition, % at 4 µM; EC50 in µM for titrated hits; 290,000 compounds, 1% hits; in the data active = inhibition mostly above about 36%, no sharp cut-off; inactive = mostly below about 34%;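 note: HEK-293T reporter cells stimulated with the NOD1 agonist gamma-tri-DAP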
XIAP displacement: XIAP antagonists, biochemical, IAP family, fluorescence polarization (AID 1018); XIAP BIR domain, fluorescence polarization peptide displacement; higher % means a stronger effect; displacement, % at 20 µM; hits with a dose series show IC50 in µM; 200,000 compounds, 0.007% hits; in the data active = displacement above about 50%; note: a part of the inactive calls stands beside numbers as strong as those of hits
KOR beta-arrestin-1: KOR antagonists, beta-arrestin recruitment, cell-based, luminescence, uHTS (AID 1778) | 290,000 compounds, 0.091% hits | inhibition, % at 10 µM; hits with a dose series show IC50 in µM | KOR beta-arrestin recruitment, luminescence, antagonist mode; higher % means a stronger effect; note: strong numbers were not always called active
KOR beta-arrestin-2: KOR agonists, beta-arrestin recruitment, primary screen, cell-based, luminescence, uHTS (AID 1777); activation, % at 10 µM; hits with a dose series show EC50 in µM; 280,000 compounds, 0.02% hits; KOR beta-arrestin recruitment, luminescence; higher % means a stronger effect; in the data active = activation above about 50%, passing the limit was not always enough; note: a part of the inactive calls stands beside numbers as strong as those of hits
HEK293 NOD2/NF-kB: inhibition of NOD2-driven NF-kB reporter – cell-based, luminescence, uHTS, HEK293 (AID 1566); 290,000 compounds, 0.63% hits; HEK293 NOD2/NF-kB luciferase reporter, luminescence; higher % means a stronger effect; inhibition, % at 4 µM, or EC50 in µM where a hit was titrated; note: many of its hits are not listed in these tables
human PMI inhibition: inhibitors of human PMI, primary screen, biochemical, fluorescence intensity, coupled assay (AID 1209); purified PMI enzyme, coupled fluorescence intensity; higher % means a stronger effect; one-dose inhibition, % at 20 µM; IC50 in µM for titrated hits; 190,000 compounds, 0.42% hits;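 note: plate controls were DMSO vehicle for no effect and wells lacking substrate for full effect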
LYP phosphatase: inhibitors of LYP phosphatase, biochemical, fluorescence intensity, uHTS (AID 1779). recombinant LYP phosphatase, fluorescence intensity; higher % means a stronger effect. 290,000 compounds, 0.054% hits. one-dose inhibition, % at 11.5 µM; IC50 in µM for titrated hits;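 note: plate controls were vehicle with enzyme for no effect and no enzyme for full effect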
TNAP activators: stimulation of alkaline phosphatase TNAP activity – biochemical, luminescent, no phosphate acceptor, uHTS, primary screen (AID 1001); purified TNAP, luminescent activation assay, no phosphate acceptor; higher activation fold means a stronger effect; activation fold at 20 µM; hits with a dose series show EC50 in µM; 200,000 compounds, 0.03% hits; in the data active = activation fold from about 3, or a potency from the dose series; inactive = the rest, 99 in 100 with activation fold below about 1.6; note: many of its hits are not listed in these tables
An asterisk follows results filed as active; · = not tested or not shown; [ ] = remark or other dose. Cut-off read from the data, not from the text of the source, unless noted: active = inhibition above about 50%; inactive = the rest.

SMILES	PMI inhibition	NOD1 NF-kB reporter	XIAP displacement	KOR beta-arrestin-1	KOR beta-arrestin-2	HEK293 NOD2/NF-kB	human PMI inhibition	LYP phosphatase	TNAP activators
C#CCOCCOCCOCCNc1nc(N2CCN(C(=O)[C@H]([C@@H](C)CC)n3cc([C@@H](N)CC(C)C)nn3)CC2)nc(N2CCN(C(=O)[C@H](Cc3ccc(O)cc3)n3cc([C@@H](N)C(C)CC)nn3)CC2)n1 (some centres not stated)	9.1%	-33.1%	-4.0%	20.8%	-0.1%	5.4%	5.8%	-7.8%	1.2
Cc1cc(NC(=O)CSc2nnc(-c3ccc(Br)o3)n2Cc2ccccc2)no1	9.2%	11.8%	-19.6%	22.8%	0.4%	1.6%	3.5%	1.0%	0.9
Cc1ccccc1NC(=O)NC1CCCc2ccccc21 (configuration not stated)	·	-1.7%	·	-9.8%	0.3%	16.0%	·	-7.2%	·
O=C(Cc1cccs1)N1CCN=C1SCc1ccccc1F	-4.5%	-31.3%	-1.3%	-22.6%	0.6%	9.1%	-4.5%	1.7%	1.1
Clc1ccccc1CONc1ncnc2nonc12	3.3%	-12.5%	-1.7%	5.3%	0.1%	13.8%	6.1%	-0.6%	1.1
CCOC(=O)c1ccccc1Nc1cc(C)nc2nc(C)nn12	5.1%	-8.4%	-0.8%	14.9%	2.8%	16.2%	5.5%	-2.2%	1
CC(=O)c1ccc(OCCCC(=O)NC2=NCCS2)cc1	-2.5%	-43.9%	-6.9%	-26.3%	2.8%	-13.9%	-6.7%	-4.0%	1.1
CCCSC1=C(C#N)C2(CCCCC2)C(C#N)=C(N)N1	16.4%	1.2%	-10.9%	-14.6%[20 µM]	·	15.0%	10.9%	-3.2%	1.1
O=c1c2sc(-c3ccccc3)cc2nc2n1CCC2	-7.9%	-26.3%	-1.4%	10.4%	0.5%	8.0%	-4.9%	-5.0%	1.1
O=C1NC(c2ccncc2)Nc2sc3c(c21)CCCC3 (configuration not stated)	-9.2%	-31.3%	-2.1%	-23.0%	1.5%	-42.2%	-13.5%	-6.7%	1.1
Cc1ccc(/C=C/C(=O)N2CCCN(C(=O)/C=C/c3ccc(C)cc3)CC2)cc1	2.5%	-25.9%	-1.6%	15.4%	-5.3%	-7.6%	11.4%	-5.7%	1.1
CCN(CC)CCn1c(NC(=O)c2ccc(Cl)cc2)nc2ccccc21	-10.5%	25.1%	-1.3%	·	·	-15.5%	-9.4%	1.5%	1.1

Fetched by structure from above (4):
SMILES	PMI inhibition	NOD1 NF-kB reporter	XIAP displacement	KOR beta-arrestin-1	KOR beta-arrestin-2	HEK293 NOD2/NF-kB	human PMI inhibition	LYP phosphatase	TNAP activators
C#CCOCCOCCOCCNc1nc(N2CCN(C(=O)[C@H]([C@@H](C)CC)n3cc([C@@H](N)CC(C)C)nn3)CC2)nc(N2CCN(C(=O)[C@H](Cc3ccc(O)cc3)n3cc([C@@H](N)C(C)CC)nn3)CC2)n1 (some centres not stated)	9.1%	-33.1%	-4.0%	20.8%	-0.1%	5.4%	5.8%	-7.8%	1.2
Clc1ccccc1CONc1ncnc2nonc12	3.3%	-12.5%	-1.7%	5.3%	0.1%	13.8%	6.1%	-0.6%	1.1
Cc1ccc(/C=C/C(=O)N2CCCN(C(=O)/C=C/c3ccc(C)cc3)CC2)cc1	2.5%	-25.9%	-1.6%	15.4%	-5.3%	-7.6%	11.4%	-5.7%	1.1
Cc1ccccc1NC(=O)NC1CCCc2ccccc21 (configuration not stated)	·	-1.7%	·	-9.8%	0.3%	16.0%	·	-7.2%	·

New compounds follow
SMILES	PMI inhibition	NOD1 NF-kB reporter	XIAP displacement	KOR beta-arrestin-1	KOR beta-arrestin-2	HEK293 NOD2/NF-kB	human PMI inhibition	LYP phosphatase	TNAP activators
O=C(Nc1ccccc1N1CCOCC1)c1cccc(Oc2ccccc2)c1	·	-23.0%	·	46.4%	0.8%	3.2%	·	-1.8%	·
CSCCCNC(=S)Nc1ccc(N2CCOCC2)cc1N1CCOCC1	5.7%	-25.0%	-3.2%	-23.7%	10.6%	16.0%	-4.6%	-4.5%	1.1
Cc1cnc(C)c(N2CCN(Cc3cn(C)nc3-c3cccc(Cl)c3)CC2)n1	7.2%	-22.0%	-3.7%	-14.0%[20 µM]	·	-11.6%	12.0%	-6.5%	1
Cc1cc([N+](=O)[O-])nn1CCC(=O)NC1CCCCCC1	-10.0%	-18.2%	-11.0%	-19.7%	5.2%	-22.5%	-13.3%	4.1%	0.9
CCn1c(=O)c2ccccc2n(Cc2ccc([N+](=O)[O-])cc2)c1=O	·	-8.0%	·	-13.1%	5.3%	0.9%	·	-0.3%	·
COc1ccc(Nc2ncnc3c2c(C)c(C)n3CCCN(C)C)cc1	·	5.1%	·	-33.3%	1.4%	31.2%	·	-4.1%	·
CCc1ccc(N2CC(C(=O)OC)CC2=O)cc1 (configuration not stated)	8.1%	-15.7%	-1.6%	5.7%[20 µM]	·	6.4%	11.9%	-7.2%	1
COc1ccc(C(=O)NC2CCCc3ccccc32)c(OC)c1OC (configuration not stated)	·	7.8%	·	-21.0%	-3.2%	7.7%	·	-11.3%	·
CSc1nnc2c3c4c(sc3nc(-n3nc(C)cc3C)n12)COC(C)(C)C4	-10.9%	-43.7%	-2.7%	-34.4%	17.5%	7.7%	-19.1%	-4.9%	1
OCCCC1CCCN(Cc2cn[nH]c2-c2ccc(F)cc2F)C1 (configuration not stated)	-5.9%	75.0%*	-4.2%	-21.4%	6.3%	30.3%	2.6%	-3.5%	0.5
c1ccc2c(c1)Cn1nnnc1-2	-3.7%	-22.7%	-10.1%	-32.7%	-1.2%	-9.7%	1.3%	-9.6%	1.1
COC(=O)C1CCN(S(=O)(=O)Cc2ccccc2Cl)CC1	·	-25.8%	·	-45.1%[20 µM]	-4.2%	15.8%	·	-9.4%	·
O=C(c1csc2ccccc12)N1CCCCCC1	-1.8%	4.9%	1.7%	5.4%	-2.7%	17.3%	-2.4%	-1.7%	1.1
CC(=O)N1N=C(c2ccco2)CC1c1cc2cc(C)ccc2nc1Cl (configuration not stated)	·	-6.2%	·	9.5%	0.5%	13.9%	·	-3.0%	·
N#Cc1ccccc1OCC(=O)C1CC1	·	-3.6%	·	7.6%	2.3%	-2.5%	·	-9.9%	·
CCSc1nc(O)c(CC)c(=O)n1C(C)CC (configuration not stated)	5.2%	-16.8%	-1.8%	11.9%	0.7%	-4.2%	7.7%	2.0%	1.1
CN1CCC(CN)(N2CCN(c3ccccc3)CC2)CC1	·	2.9%	·	2.5%	-6.3%	18.3%	·	-16.0%	·
COCCN=C1NC(=O)C(CC(=O)Nc2cccc(Cl)c2C)S1 (configuration not stated)	-0.2%	-33.4%	-1.7%	13.2%	-1.5%	1.6%	-1.8%	-0.9%	1.1
CCc1n[nH]c(=S)n1N=C1CCC(C)CC1 (configuration not stated)	-8.8%	-28.0%	-5.5%	4.8%	-1.4%	4.2%	-4.1%	1.2%	1
COc1ccccc1-c1c(NC(=O)C(C)C)n(C)c2ccccc2c1=O	·	-16.0%	·	-24.6%	5.7%	-7.0%	·	0.6%	·
CCCN(CCC)c1ccc(/C=N/NC(=O)CN2CCOCC2)cc1	3.9%	-23.0%	-4.4%	-12.5%	-3.3%	7.9%	6.5%	-2.9%	1.1
O=S(=O)(NC(=NCc1ccccc1)c1ccccc1)c1ccccc1	·	-13.2%	·	-3.7%	-2.9%	-7.4%	·	-5.9%	·
COc1cc(NS(=O)(=O)c2ccc3c(c2)C(C)(C)C(=O)N3C)cc(OC)c1	·	-110.5%	·	4.7%[20 µM]	-3.4%	13.3%	·	-10.7%	·
Cc1c(Cl)cccc1NC(=O)CNCc1ccccc1F	-0.9%	-36.8%	-3.1%	-0.5%	-7.8%	5.1%	-0.3%	-4.2%	1.1

Some of the entries above, reformatted.
Values run as follows: PMI inhibition | NOD1 NF-kB reporter | XIAP displacement | KOR beta-arrestin-1 | KOR beta-arrestin-2 | HEK293 NOD2/NF-kB | human PMI inhibition | LYP phosphatase | TNAP activators
O=C(c1csc2ccccc12)N1CCCCCC1
 : -1.8% | 4.9% | 1.7% | 5.4% | -2.7% | 17.3% | -2.4% | -1.7% | 1.1
CC(=O)N1N=C(c2ccco2)CC1c1cc2cc(C)ccc2nc1Cl (configuration not stated)
 : · | -6.2% | · | 9.5% | 0.5% | 13.9% | · | -3.0% | ·
N#Cc1ccccc1OCC(=O)C1CC1
 : · | -3.6% | · | 7.6% | 2.3% | -2.5% | · | -9.9% | ·
CCSc1nc(O)c(CC)c(=O)n1C(C)CC (configuration not stated)
 : 5.2% | -16.8% | -1.8% | 11.9% | 0.7% | -4.2% | 7.7% | 2.0% | 1.1

The results go on.
SMILES	PMI inhibition	NOD1 NF-kB reporter	XIAP displacement	KOR beta-arrestin-1	KOR beta-arrestin-2	HEK293 NOD2/NF-kB	human PMI inhibition	LYP phosphatase	TNAP activators
CC(C)CNC(=O)[C@H](Cc1ccccc1)NC(=O)c1ccco1	-2.8%	6.4%	-3.8%	-14.6%	-2.4%	-5.9%	5.1%	-11.3%	1.2
Clc1ccc(-c2nnc(-c3ccccc3)c(-c3ccccc3)n2)cc1	·	12.8%	·	15.6%	-2.2%	13.2%	·	-2.4%	·
COc1ccc(CNc2cc(C)nc3ncnn23)c(OC)c1	6.7%	32.0%	-5.9%	1.4%	-4.2%	47.1%	3.8%	-6.6%	1.1
CCc1nc(SCC(=O)Nc2sc(C)c(C)c2C(=O)OC)c2ccccc2n1	-2.3%	-4.2%	2.8%	2.4%	-1.8%	9.5%	4.2%	-6.6%	1.2
Cc1ccc(-c2cn(S(=O)(=O)c3cccc4nsnc34)nc2N)cc1	8.7%	-14.8%	-5.1%	-19.6%	4.7%	6.1%	19.6%	2.5%	1.1
O=C(CCC(=O)Nc1ccccc1)N/N=C/c1ccccc1F	0.1%	-18.9%	-0.1%	-7.9%	-6.2%	-3.9%	0.6%	-7.7%	1.1
Cc1cc2nc3c(=O)n(C4CCCCC4)c(=O)[nH]c3nc2cc1N	·	-17.5%	-1.8%	17.7%	-2.2%	-5.4%	51.7%*	1.6%	1
COc1cccc(CNC(=O)CCNC(=O)Cn2ccc3ccccc3c2=O)c1	-2.5%	4.4%	0.6%	-39.0%	3.7%	13.1%	0.8%	-2.4%	1.1
CC1CCN(C(=O)c2ccc3c(c2)OCCO3)CC1	-5.0%	-40.2%	-11.0%	13.1%	-1.9%	-23.4%	-0.9%	2.0%	1
COc1ccc(S(=O)(=O)N2CCN(C(=O)COc3ccccc3)CC2)cc1	2.5%	-12.1%	-4.0%	16.1%[20 µM]	-3.5%	9.9%	5.0%	-9.9%	1.1
COC(=O)CNC(=O)C1CCC(CNS(=O)(=O)c2cccc3nsnc23)CC1 (configuration not stated)	·	14.2%	·	-5.4%	-0.4%	8.3%	·	-9.5%	·
COc1ccc(/C=N/S(=O)(=O)c2cccs2)cc1	-3.4%	-18.2%	-4.4%	-26.5%	-7.0%	5.7%	-2.7%	-7.2%	1.1
C=CCN1N=C(/C=C/c2ccccc2)CCC1=O	9.4%	-28.8%	-6.6%	-16.3%	0.3%	-11.4%	1.2%	3.6%	1
Cc1ccc(C)c(N(C(=O)Cn2nnc(-c3cccs3)n2)C(C(=O)NC2CCCC2)c2ccncc2)c1 (configuration not stated)	3.0%	4.0%	-1.7%	-11.0%	3.0%	-2.9%	10.7%	2.1%	1
CCS(=O)(=O)N1CCC(C(=O)Oc2ccc(C)c(C)c2)CC1	·	-17.4%	·	-31.3%[20 µM]	-1.8%	16.8%	·	-3.4%	·
CCOc1ccc(CNC(=O)CCC(=O)n2ncc3ccc(Cl)cc32)cc1	·	-3.3%	·	-22.9%[20 µM]	-3.5%	12.3%	·	-1.8%	·

An excerpt; count on the stated rates, not on these rows.
